Yeast superoxide – yeast age-related superoxide inhibition as caloric restriction mimetic; hit rate 0.18% among 330,000; AID 2690; superoxide response (% of plate mean), % at 10 µM; S. cerevisiae aged cells, superoxide DHE fluorescence; stronger effect = lower value;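 active = superoxide response under a set limit, about three screen SD below normal, cut at about 65% in these data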;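 also: yeast aged for seven days with compound at 30 °C before DHE staining; 100% = average MFI of all compound-treated wells on the plate with controls excluded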
MEP2 TOR yeast – yeast TOR pathway MEP2-GFP modulation; hit rate 0.51% among 330,000; S. cerevisiae MEP2-GFP strain, flow cytometry GFP, 3 h; 100% = DMSO control level; GFP response vs DMSO, % at 10 µM;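 active = GFP response versus DMSO above a set limit, roughly screen mean plus 3 SD, cut at about 180% in these data; inconclusive = fewer than 70 cells counted for a yeast strain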;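 also: median GFP fluorescence of the barcode-gated MEP2-GFP cells per well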
RPL19A-GFP yeast – alters RPL19A-GFP fluorescence in TOR pathway yeast screen; S. cerevisiae RPL19A-GFP strain, flow cytometry, 3 h; stronger effect = lower value; percent response vs DMSO, % at 10 µM; hit rate 0.3% among 330,000;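 active = percent response vs DMSO below 50%; inconclusive = fewer than 70 events counted for the yeast strain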;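 also: median channel GFP fluorescence of the barcoded RPL19A-GFP strain; ratio of sample median GFP to plate DMSO average so 100% = DMSO; lower means less RPL19A-GFP as with rapamycin TOR inhibition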
AHR activator – activates the human aryl hydrocarbon receptor | activation, % at 5 µM | AHR-responsive luciferase reporter cells, luminescence | hit rate 2.5% among 320,000 | AID 2796; in the data active = activation above about 47%;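 also: 0% = vehicle wells and 100% = reference agonist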
Target sequence (P35869 whole entry, looked up): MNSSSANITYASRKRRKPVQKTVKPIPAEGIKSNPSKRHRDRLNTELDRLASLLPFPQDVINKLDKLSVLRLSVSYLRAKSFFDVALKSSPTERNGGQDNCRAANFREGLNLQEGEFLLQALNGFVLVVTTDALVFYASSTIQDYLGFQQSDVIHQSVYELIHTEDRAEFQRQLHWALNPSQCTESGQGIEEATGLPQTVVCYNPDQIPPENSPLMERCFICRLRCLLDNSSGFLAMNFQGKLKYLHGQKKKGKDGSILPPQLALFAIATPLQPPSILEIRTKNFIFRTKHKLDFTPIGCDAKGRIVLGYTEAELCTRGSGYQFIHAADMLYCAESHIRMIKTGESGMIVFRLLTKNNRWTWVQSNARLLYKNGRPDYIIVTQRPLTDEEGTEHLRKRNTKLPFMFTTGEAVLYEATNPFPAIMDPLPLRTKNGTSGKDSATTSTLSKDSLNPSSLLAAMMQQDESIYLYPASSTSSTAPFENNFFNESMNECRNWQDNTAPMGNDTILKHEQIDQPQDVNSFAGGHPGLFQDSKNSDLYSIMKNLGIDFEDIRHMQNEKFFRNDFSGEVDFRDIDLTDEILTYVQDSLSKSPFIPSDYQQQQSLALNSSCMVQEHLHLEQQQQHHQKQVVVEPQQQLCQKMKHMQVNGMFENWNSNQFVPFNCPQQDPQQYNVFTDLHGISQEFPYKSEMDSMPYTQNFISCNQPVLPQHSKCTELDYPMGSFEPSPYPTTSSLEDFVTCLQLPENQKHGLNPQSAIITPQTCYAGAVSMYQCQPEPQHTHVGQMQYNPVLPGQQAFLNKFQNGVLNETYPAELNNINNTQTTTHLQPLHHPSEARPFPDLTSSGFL
AGP1 TOR yeast – yeast TOR pathway AGP1-GFP modulation; GFP response vs DMSO, % at 10 µM; S. cerevisiae AGP1-GFP multiplex flow cytometry, 3 h; GFP as percent of DMSO wells; hit rate 0.02% among 320,000;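 active = GFP response relative to DMSO above a set limit, near screen average plus 3 SD, cut at about 150% in these data; inconclusive = fewer than 70 cells counted for the yeast strain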;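 also: median GFP channel fluorescence of the gated AGP1 strain per well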
Efflux pump mplx – inhibitors of Candida antifungal efflux pumps expressed in yeast; S. cerevisiae Candida pump triplex, Nile Red efflux; inhibition, % at 10 µM; hit rate 0.44% among 330,000; AID 485275;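 active = plate passing quality check with inhibition over a set limit, or well fluorescence over plate mean plus 4 SD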;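 also: Nile Red retained in pooled yeast measured as flow cytometry median fluorescence; 0% = buffer negative control and 100% = Enniatin B positive control; higher means more Nile Red kept so more efflux inhibition; some compounds called inactive have numbers as strong as hits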
CIT2-GFP yeast – yeast TOR pathway CIT2-GFP modulation; hit rate 0.065% among 320,000; GFP response vs DMSO, % at 10 µM; S. cerevisiae CIT2-GFP strain, flow cytometry, 3 h; 100 means same as DMSO wells;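 active = GFP response relative to DMSO above a set limit, near the screen mean plus 3 SD, cut at about 150% in these data; inconclusive = Fewer than 70 cells measured for a yeast strain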;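 also: ratio of well median GFP fluorescence to mean of DMSO wells on the plate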
LAP4-GFP MLPCN – alters LAP4-GFP fluorescence in TOR pathway yeast screen | S. cerevisiae LAP4-GFP multiplex, flow cytometry GFP, 3 h; median GFP as percent of DMSO wells | GFP response vs DMSO, % at 10 µM | hit rate 0.34% among 320,000 | AID 2023;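 active = GFP response vs DMSO above a set limit, about the screen mean plus 3 SD, cut at about 150% in these data; inconclusive = under 70 cell events counted for the yeast strain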
An asterisk follows results filed as active; [ ] = dose if it differs, or a comment.

How did COc1ccc(NC(=O)Nc2ccccc2SC)cc1OC do in these assays?
Yeast superoxide: 104; MEP2 TOR yeast: 97; RPL19A-GFP yeast: 102; AHR activator: 32; AGP1 TOR yeast: 106; Efflux pump mplx: -0.1; CIT2-GFP yeast: 99; LAP4-GFP MLPCN: 93

What do the screens show for `CC(NC(=O)CNC(=O)c1cccc(Cl)c1)c1ccccc1` (configuration not stated)?
Yeast superoxide: 72; MEP2 TOR yeast: 106; RPL19A-GFP yeast: 98; AHR activator: 5; AGP1 TOR yeast: 91; Efflux pump mplx: 0.3; CIT2-GFP yeast: 96; LAP4-GFP MLPCN: 93

How did C=CCNC(=O)c1cc(-c2ccc(Br)cc2)on1 do in these assays?
Yeast superoxide: 125; MEP2 TOR yeast: 103; RPL19A-GFP yeast: 101; AHR activator: -9; AGP1 TOR yeast: 96; Efflux pump mplx: 0.2; CIT2-GFP yeast: 91; LAP4-GFP MLPCN: 113

Results for COc1ccc(Br)cc1/C=C/c1ccc2cccc(O)c2n1 ?
Yeast superoxide: 108; MEP2 TOR yeast: 105; RPL19A-GFP yeast: 106; AHR activator: 36; AGP1 TOR yeast: 101; Efflux pump mplx: -0.2; CIT2-GFP yeast: 101; LAP4-GFP MLPCN: 104

Results for O=C(COC(=O)/C=C/c1cccc(F)c1)Nc1ncccn1 ?
Yeast superoxide: 111; MEP2 TOR yeast: 100; RPL19A-GFP yeast: 101; AHR activator: 1; AGP1 TOR yeast: 104; Efflux pump mplx: 0.0; CIT2-GFP yeast: 100; LAP4-GFP MLPCN: 112

What do the screens show for `COCCNC(=O)C(=O)N/N=C(\C)CC(=O)Nc1cccnc1`?
Yeast superoxide: 112; MEP2 TOR yeast: 86; RPL19A-GFP yeast: 89; AHR activator: 4; AGP1 TOR yeast: 92; Efflux pump mplx: 0.1; CIT2-GFP yeast: 91; LAP4-GFP MLPCN: 91

What do the screens show for `CC(C)c1cc(C(=O)Nc2cccc(C(F)(F)F)c2)no1`?
Yeast superoxide: 100; MEP2 TOR yeast: 102; RPL19A-GFP yeast: 100; AHR activator: 6; AGP1 TOR yeast: 94; Efflux pump mplx: -0.2; CIT2-GFP yeast: 91; LAP4-GFP MLPCN: 112

What do the screens show for `O=C(Cc1cc(=O)[nH]c(=O)[nH]1)NCCN1CCOCC1`?
Yeast superoxide: 131; MEP2 TOR yeast: 97; RPL19A-GFP yeast: 96; AHR activator: 0; AGP1 TOR yeast: 93; Efflux pump mplx: 0.4; CIT2-GFP yeast: 89; LAP4-GFP MLPCN: 101

Results for COc1ccc(N2CCOCC2)c(NC(=O)c2cccs2)c1 ?
Yeast superoxide: 91; MEP2 TOR yeast: 102; RPL19A-GFP yeast: 97; AHR activator: 2; AGP1 TOR yeast: 69; Efflux pump mplx: 0.1; CIT2-GFP yeast: 77; LAP4-GFP MLPCN: 108

What do the screens show for `Cc1ccccc1NC(=O)Cc1nc(-c2c[nH]c(C(=O)N3CCCC3)c2)cs1`?
Yeast superoxide: 107; MEP2 TOR yeast: 101; RPL19A-GFP yeast: 100; AHR activator: 4; AGP1 TOR yeast: 106; Efflux pump mplx: 0.0; CIT2-GFP yeast: 100; LAP4-GFP MLPCN: 97

How did COc1ccc(C)cc1NC(=O)C(OC(=O)c1ccc(Cl)c(S(=O)(=O)N(C)c2ccccc2)c1)c1ccccc1 (configuration not stated) do in these assays?
Yeast superoxide: 81; MEP2 TOR yeast: 104; RPL19A-GFP yeast: 103; AHR activator: 4; AGP1 TOR yeast: 108; Efflux pump mplx: 0.1; CIT2-GFP yeast: 98; LAP4-GFP MLPCN: 94

Results for COc1ccc(OC)c(C2=Nn3c(nnc3-c3cccc(OC(C)C)c3)SC2)c1 ?
Yeast superoxide: 103; MEP2 TOR yeast: 105; RPL19A-GFP yeast: 102; AHR activator: 8; AGP1 TOR yeast: 100; Efflux pump mplx: 0.2; CIT2-GFP yeast: 103; LAP4-GFP MLPCN: 106

How did COc1cc(NC(=O)c2sc3ncn(CC(=O)N4CCCC(C)C4)c(=O)c3c2C)cc(OC)c1OC (configuration not stated) do in these assays?
Yeast superoxide: 98; MEP2 TOR yeast: 100; RPL19A-GFP yeast: 97; AHR activator: 1; AGP1 TOR yeast: 92; Efflux pump mplx: -0.1; CIT2-GFP yeast: 100; LAP4-GFP MLPCN: 88

What do the screens show for `COc1ccc(OC)c(S(=O)(=O)Nc2ccc3c(c2)n(C)c(=O)n3C)c1`?
Yeast superoxide: 94; MEP2 TOR yeast: 104; RPL19A-GFP yeast: 103; AHR activator: 2; AGP1 TOR yeast: 105; Efflux pump mplx: -0.1; CIT2-GFP yeast: 111; LAP4-GFP MLPCN: 102

What do the screens show for `Cc1c(C(=O)NNC(=O)c2csc(N3CCOCC3)n2)oc2ccccc12`?
Yeast superoxide: 93; MEP2 TOR yeast: 100; RPL19A-GFP yeast: 100; AHR activator: 1; AGP1 TOR yeast: 96; Efflux pump mplx: 0.2; CIT2-GFP yeast: 103; LAP4-GFP MLPCN: 98

Results for Clc1ccc(Cl)c(-c2nc(-c3ccncc3)no2)c1 ?
Yeast superoxide: 102; MEP2 TOR yeast: 110; RPL19A-GFP yeast: 109; AHR activator: 9; AGP1 TOR yeast: 102; Efflux pump mplx: 0.0; CIT2-GFP yeast: 117; LAP4-GFP MLPCN: 84

Results for CN(C)CCCOC(=O)Cc1ccc(Cl)cc1 ?
Yeast superoxide: 102; MEP2 TOR yeast: 88; RPL19A-GFP yeast: 87; AHR activator: -1; AGP1 TOR yeast: 91; Efflux pump mplx: 0.0; CIT2-GFP yeast: 88; LAP4-GFP MLPCN: 89

Results for C=CCn1c(C)nc2ccccc2c1=O ?
Yeast superoxide: 133; MEP2 TOR yeast: 90; RPL19A-GFP yeast: 97; AHR activator: 0; AGP1 TOR yeast: 96; Efflux pump mplx: -0.2; CIT2-GFP yeast: 92; LAP4-GFP MLPCN: 120

What do the screens show for `O=C(COC(=O)c1ccccc1-c1nc2ccccc2s1)NC1CCS(=O)(=O)C1` (configuration not stated)?
Yeast superoxide: 94; MEP2 TOR yeast: 109; RPL19A-GFP yeast: 110; AHR activator: 1; AGP1 TOR yeast: 103; Efflux pump mplx: -0.1; CIT2-GFP yeast: 117; LAP4-GFP MLPCN: 93

How did COc1ccc(CC(=O)Nc2cccc(C(=O)Nc3cccc(C)c3)c2)cc1 do in these assays?
Yeast superoxide: 90; MEP2 TOR yeast: 104; RPL19A-GFP yeast: 96; AHR activator: -5; AGP1 TOR yeast: 97; Efflux pump mplx: 0.0; CIT2-GFP yeast: 106; LAP4-GFP MLPCN: 94

Results for O=C(CSc1nnnn1-c1ccccc1)Nc1ccc(Cl)cc1 ?
Yeast superoxide: 93; MEP2 TOR yeast: 108; RPL19A-GFP yeast: 106; AHR activator: 5; AGP1 TOR yeast: 105; Efflux pump mplx: -0.3; CIT2-GFP yeast: 108; LAP4-GFP MLPCN: 116

What do the screens show for `CCn1cc([N+](=O)[O-])c(=O)c2cc(F)c(N3CCOCC3)cc21`?
Yeast superoxide: 95; MEP2 TOR yeast: 255*[may fluoresce violet]; RPL19A-GFP yeast: 61[may fluoresce violet]; AHR activator: 3; AGP1 TOR yeast: inconclusive; Efflux pump mplx: 0.1; CIT2-GFP yeast: inconclusive; LAP4-GFP MLPCN: 65[may fluoresce violet]

Results for O=C(O)c1cc2c(s1)-c1ccccc1OC2 ?
Yeast superoxide: 155; MEP2 TOR yeast: 107; RPL19A-GFP yeast: 101; AHR activator: 20; AGP1 TOR yeast: 96; Efflux pump mplx: 0.0; CIT2-GFP yeast: 117; LAP4-GFP MLPCN: 134

Results for CN(CC(=O)Nc1ccc(SC(F)F)cc1)C1CCCCC1 ?
Yeast superoxide: 89; MEP2 TOR yeast: 89; RPL19A-GFP yeast: 99; AHR activator: 1; AGP1 TOR yeast: 86; Efflux pump mplx: 0.0; CIT2-GFP yeast: 82; LAP4-GFP MLPCN: 86

Results for COc1ccccc1NS(=O)(=O)c1ccc2oc(SCC(=O)N3CCNC3=O)nc2c1 ?
Yeast superoxide: 91; MEP2 TOR yeast: 104; RPL19A-GFP yeast: 101; AHR activator: 2; AGP1 TOR yeast: 104; Efflux pump mplx: 0.0; CIT2-GFP yeast: 101; LAP4-GFP MLPCN: 101

Results for COc1ccc(/C=C/C(=O)OCC(=O)NC2CCCCCC2)cc1OC ?
Yeast superoxide: 91; MEP2 TOR yeast: 113; RPL19A-GFP yeast: 104; AHR activator: 0; AGP1 TOR yeast: 103; Efflux pump mplx: 0.0; CIT2-GFP yeast: 106; LAP4-GFP MLPCN: 98

Results for O=C(NC1CCCN(Cc2ccc(Cl)cc2)C1)c1cnc2ccccn2c1=O (configuration not stated) ?
Yeast superoxide: 93; MEP2 TOR yeast: 99; RPL19A-GFP yeast: 105; AHR activator: 0; AGP1 TOR yeast: 95; Efflux pump mplx: -0.2; CIT2-GFP yeast: 100; LAP4-GFP MLPCN: 79

Results for COc1ccccc1NC(=O)c1cc2c(cc1Cl)N1CCCCCC1=NS2(=O)=O ?
Yeast superoxide: 108; MEP2 TOR yeast: 111; RPL19A-GFP yeast: 101; AHR activator: 2; AGP1 TOR yeast: 105; Efflux pump mplx: -0.1; CIT2-GFP yeast: 116; LAP4-GFP MLPCN: 90

How did O=S(=O)(Nc1ccc(Cl)cc1)c1cccc2cccnc12 do in these assays?
Yeast superoxide: 99; MEP2 TOR yeast: 89; RPL19A-GFP yeast: 97; AHR activator: -2; AGP1 TOR yeast: 100; Efflux pump mplx: 0.1; CIT2-GFP yeast: 101; LAP4-GFP MLPCN: 107

Results for CCN(CC)CCNC(=O)C(C)c1nn(C)c(=O)c2ccccc12 (configuration not stated) ?
Yeast superoxide: 102; MEP2 TOR yeast: 97; RPL19A-GFP yeast: 96; AHR activator: -1; AGP1 TOR yeast: 105; Efflux pump mplx: -0.1; CIT2-GFP yeast: 104; LAP4-GFP MLPCN: 91

How did O=C(O)CCc1nn2c3ccccc3n(CC(=O)c3cccs3)c2nc1=O do in these assays?
Yeast superoxide: 112; MEP2 TOR yeast: 98; RPL19A-GFP yeast: 96; AHR activator: 11; AGP1 TOR yeast: 98; Efflux pump mplx: 0.4; CIT2-GFP yeast: 92; LAP4-GFP MLPCN: 100

What do the screens show for `CCOC(=O)c1c(CN2CCN(C)CC2)n(C)c2cc(Br)c(OC)cc12`?
Yeast superoxide: 110; MEP2 TOR yeast: 101; RPL19A-GFP yeast: 101; AHR activator: 2; AGP1 TOR yeast: 105; Efflux pump mplx: 0.0; CIT2-GFP yeast: 105; LAP4-GFP MLPCN: 101

What do the screens show for `Cc1cc(C)c(C(=O)CC(=O)c2ccccc2Cl)c(O)c1`?
Yeast superoxide: 100; MEP2 TOR yeast: 126; RPL19A-GFP yeast: 101; AHR activator: 1; AGP1 TOR yeast: 99; Efflux pump mplx: 0.0; CIT2-GFP yeast: 100; LAP4-GFP MLPCN: 125

How did Cc1csc(NC(=O)CSc2nnc(NC(=O)NC(C)(C)C)s2)n1 do in these assays?
Yeast superoxide: 80; MEP2 TOR yeast: 111; RPL19A-GFP yeast: 99; AHR activator: 1; AGP1 TOR yeast: 109; Efflux pump mplx: 0.1; CIT2-GFP yeast: 103; LAP4-GFP MLPCN: 106

Results for O=C1CSC(=Nc2ccccc2)N1Cc1ccccc1 ?
Yeast superoxide: 100; MEP2 TOR yeast: 100; RPL19A-GFP yeast: 99; AHR activator: 0; AGP1 TOR yeast: 101; Efflux pump mplx: -0.1; CIT2-GFP yeast: 91; LAP4-GFP MLPCN: 106

What do the screens show for `Clc1cccc(CN2CCCCCC2)c1`?
Yeast superoxide: 96; MEP2 TOR yeast: 105; RPL19A-GFP yeast: 106; AHR activator: -3; AGP1 TOR yeast: 101; Efflux pump mplx: 0.0; CIT2-GFP yeast: 102; LAP4-GFP MLPCN: 93
